Screening results from PubChem BioAssay.
iPSC survival up = increases survival of single human iPS cells | hiPSC single-cell survival, ATPlite luminescence; 100% = ROCK inhibitor wells, 0% = DMSO | survival enhancement, % at 20 µM | 360,000 tested, 0.044% active; in the data active = survival enhancement above about 18%;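 note: cells exposed to compounds for 16 hours before the ATP read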
MITF TRPM1 inh = MITF TRPM1 promoter inhibition in SK-MEL-5 cells | inhibition, % at 12.5 µM | AID 488899 | 330,000 tested, 0.83% active | SK-MEL-5 TRPM1 promoter luciferase, 24 h;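 active = mean inhibition across replicates of 60% or more, whatever share of single replicates reaches that level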; note: values of inactives mirror those of a sister screen read the other way
CF NFkB block = inhibitors of cystic fibrosis induced NF-kB | inhibition, % at 5 µM | AID 588850 | KKLEB NF-kB-GFP reporter, PAF-induced, GFP fluorescence overnight | 360,000 tested, 0.86% active;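 active = at least 50% inhibition at 5 µM, scaled per plate between neutral and stimulator controls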;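 note: PAF is a Pseudomonas aeruginosa culture filtrate used as stimulus; plate controls were PAF-stimulated DMSO wells for no effect and unstimulated DMSO wells for full effect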
NR2E3 ag-1 = agonists of human NR2E3 nuclear receptor; Q9Y5X4; CHO-S Gal4-NCOR/VP16-NR2E3 two-hybrid, luciferase; inhibition of corepressor binding, % at 3.98 µM; 360,000 tested, 0.35% active; AID 602229;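 active = inhibition above the mean of all tested compounds plus 3 SD, cut at about 70% in these data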;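 note: 0% = DMSO with NR2E3 transfected cells and 100% = cells lacking NR2E3 construct; higher means lower luciferase signal from less NR2E3 corepressor binding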
Target sequence (Q9Y5X4 whole entry, looked up, the tested form may be a part): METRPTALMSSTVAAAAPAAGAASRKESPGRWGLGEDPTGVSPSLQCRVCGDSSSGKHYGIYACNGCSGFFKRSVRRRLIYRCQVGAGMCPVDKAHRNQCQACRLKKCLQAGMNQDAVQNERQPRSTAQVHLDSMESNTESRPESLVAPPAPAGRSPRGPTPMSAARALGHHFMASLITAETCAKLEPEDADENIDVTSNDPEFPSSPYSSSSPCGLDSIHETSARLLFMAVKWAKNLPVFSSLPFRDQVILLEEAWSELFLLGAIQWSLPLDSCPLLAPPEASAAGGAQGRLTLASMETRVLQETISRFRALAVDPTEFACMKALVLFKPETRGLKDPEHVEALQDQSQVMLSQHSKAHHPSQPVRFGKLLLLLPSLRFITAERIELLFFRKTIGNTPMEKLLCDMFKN
HIF-2a block = HIF-2a inhibition; 786-0 RCC cells HIF-2a reporter, luciferase luminescence, overnight; inhibition, % at 18.8 µM; 360,000 tested, 0.72% active;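 active = inhibition of the luminescence signal of 40% or more relative to plate controls, in a single-dose primary screen at 18.75 µM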
aDG glyco up = alpha-DG glycosylation activation; Pro5-aDG cells, alpha-DG glycosylation AlphaScreen (IIH6); 0% Pro5, 100% B10-LARGE cell signal; activation, % at 10 µM; 360,000 tested, 0.22% active; AID 624168;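 active = activation of at least 8% versus controls, or a plate z-score of at least 8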;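 note: Pro5 are CHO cells carrying HIG-tagged alpha-DG that lacks glycosylation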
Shn3 3UTR inh = Schnurri-3 reporter inhibition in Clone20 osteoblasts; inhibition, % at 12.5 µM; Clone20 osteoblast Shn3 3'UTR firefly luciferase, 24 h; AID 588674; 360,000 tested, 0.52% active;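 active = mean inhibition of at least 75% with every replicate also reaching 75%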;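 note: 0% = median of neutral control wells and 100% = pilot-screen positive control compound; some compounds past the cut are filed as inactive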
NR2E3 ag-2 = NR2E3 (human) agonism; Q9Y5X4; GST-NR2E3/biotin-RetCOR TR-FRET, 1536-well; inhibition of corepressor binding, % at 4.78 µM; 320,000 tested, 0.12% active; AID 2300;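 active = percent inhibition above the cutoff of mean plus 3 SD of all tested compounds, set per screening campaign, cut at about 20% in these data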;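 note: 0% = DMSO wells and 100% = biotin wells as full block of FRET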
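Test system – NR2E3–RetCOR corepressor complex · Quantity – NR2E3 fusion 1.35 nM · Buffer or medium – Tris pH 7.5 · Incubation – Compound–protein incubation for 5 h at 4 °C · Technique – TR-FRET, Eu(K)-anti-GST donor, streptavidin-D2 acceptor, ex 340, em 617/671 nm · Evaluation – percent inhibition of 671/617 nm emission ratio versus biotin and DMSO controls · Plate – 1536-well format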
TWEAK-Fn14 inh = inhibitors of TWEAK-Fn14 interaction signaling; TWEAK-stimulated Fn14 reporter cells, luciferase luminescence, 8 h; inhibition, % at 10 µM; 360,000 tested, 2% active; AID 1159606; in the data active = inhibition above about 50%
KKLEB cytotox = counter-screen for CF NF-kB inhibitors: cytotoxicity | activity change (cytotoxicity), % at 5 µM | AID 602141 | 360,000 tested, 0.36% active | KKLEB CF airway cells viability, ATPlite luminescence, overnight; stronger effect = lower value; cells stimulated with P. aeruginosa culture filtrate;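 active = corrected activity change at or below -50% at 5 µM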
Peg3 promoter = inhibitors of Peg3 promoter; HeLa PEG-Prom luciferase reporter, luminescence, overnight; inhibition, % at 20 µM; 360,000 tested, 1.7% active;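 active = inhibition of at least 50% at 20 µM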
* hit, by the source's call; nt = no result given.

SMILES	iPSC survival up	MITF TRPM1 inh	CF NFkB block	NR2E3 ag-1	HIF-2a block	aDG glyco up	Shn3 3UTR inh	NR2E3 ag-2	TWEAK-Fn14 inh	KKLEB cytotox	Peg3 promoter
Cc1cc2oc(=O)cc(CN3CCCCCCC3)c2cc1Cl	2.6	nt	-1.3	-16.6	-3.2	-0.1	3.9	nt	-14.3	-2.0	3.0
Cc1cc(Nc2cccc(F)c2)nc(NCc2ccccc2)n1	-2.7	11.7	25.5	83.4*	10.3	1.4	78.3	-0.7	19.6	-19.8	29.3
CCOC(=O)C1(Cc2cccc(OC)c2)CCCN(Cc2ccc(NC(C)=O)cc2)C1 (stereo not given)	-1.4	6.0	2.7	-0.4	16.9	0.0	10.7	-0.7	10.8	6.3	7.8
CCC(C)(C)NC(=O)C(c1ccc(OC)cc1)N(C(=O)CCC(=O)Nc1cc(C)on1)c1ccc(F)cc1 (stereo not given)	1.0	-2.7	11.4	-7.3	7.8	0.0	-3.7	0.2	29.8	5.0	17.2
CC(C)c1nnc(NC(=O)COc2ccccc2[N+](=O)[O-])s1	-0.1	-39.4	3.4	-30.1	-208.9	-0.1	-36.2	-1.2	-20.9	6.7	-195.2
COCCN(CC(=O)Nc1cccc(C)c1C)C(=O)c1oc2ccccc2c1C	-0.4	7.6	-6.9	-25.6	-15.7	0.2	-1.3	nt	-1.4	5.3	-2.7
CCO[C@H]1OC(C(=O)N2CCN(Cc3ccc4c(c3)OCO4)CC2)=C[C@@H](c2ccccc2)[C@@H]1CCCO	-0.2	-5.4	5.8	1.6	16.1	0.3	-14.5	-2.1	-4.0	7.1	-9.2
CCCCn1nnnc1NCc1ccc(N2CCCC2)cc1	2.4	-3.2	13.9	-30.1	7.5	-0.1	-4.1	-0.6	-10.6	0.5	-0.9
CN(C)CCCN(C(=O)CCc1ccccc1)c1nc2ccc(Br)cc2s1	-0.7	87.3*	23.8	-16.2	-2.6	-0.3	-0.7	-3.4	-8.5	-20.6	106.4*
O=C(CN1C(=O)CCSc2ccccc21)Nc1ccc2c(c1)OCO2	-1.8	-3.4	11.7	-13.9	-6.6	0.1	7.8	5.8	-7.8	-13.0	4.0
O=C1C=C(c2cc(F)ccc2F)C[C@@H](c2ccc(F)cc2)C1	0.4	-7.0	17.4	-21.5	-10.5	0.2	-7.0	-1.3	-15.2	0.4	4.0
Cc1ccc(OCCn2cnc3c(N)ncnc32)cc1	-0.9	-5.4	3.5	-31.3	-19.4	0.2	9.9	-2.0	-4.2	-15.6	-28.4
CC1CCN(C(=O)Cn2nnc(-c3ccc(N)cc3)n2)CC1	-0.5	1.3	11.3	2.2	17.2	-0.1	-20.1	0.7	6.6	-7.4	11.1
O=C(NC1CCN(Cc2ccccc2)CC1)C1COc2ccccc2O1 (stereo not given)	1.5	10.8	3.5	-18.7	8.4	0.0	6.4	1.4	1.8	-19.8	15.1
O=C(CCN1C(=O)c2ccccc2C1=O)Oc1ccc2ccccc2c1	0.0	-5.3	-7.6	-7.3	16.0	0.4	-5.4	-2.3	-2.6	-2.3	3.9
Cc1nccn1-c1ccc(C(F)(F)F)cc1NC=O	-0.9	-17.4	-6.6	-26.9	-3.3	0.6	16.2	4.4	4.5	-0.6	2.8
Cc1cc(Cl)ccc1OCc1nc(-c2ccc(O)cc2)n[nH]1	-0.5	2.7	-16.7	-9.5	-86.3	0.4	10.2	-0.5	2.2	-7.9	-55.4
CN(C)c1ccc(C(CC(=O)c2ccccc2)C2CCCCC2=O)cc1 (stereo not given)	0.0	-3.0	4.6	-21.2	25.0	0.3	-10.8	0.2	-0.3	4.0	-2.3
COc1cccc(C(=O)NCc2cccnc2)c1	-1.2	13.2	-11.0	-20.0	10.0	0.2	13.4	-2.1	2.6	6.2	11.1
Cc1c(C(=O)NCCc2ccc3c(c2)OCCO3)oc2ccccc12	-1.6	-1.5	4.8	2.2	-51.9	0.0	11.7	0.2	-3.3	-1.3	-39.7
CCC(C)(C(=O)NC1CCCC1)N(C(=O)CC1NC(=O)NC1=O)c1ccc(C)cc1 (stereo not given)	-1.9	2.1	-14.9	-16.4	5.9	-0.2	15.4	-1.4	-7.6	0.8	8.3
N#CC1(Cc2ccc([N+](=O)[O-])cc2)c2ccccc2C=CN1C(=O)c1ccccc1 (stereo not given)	-1.5	4.6	-2.6	-16.4	-0.7	0.6	9.5	1.4	-13.1	-9.2	15.9
CCCCn1cnc2c1c(=O)n(C)c(=O)n2C	2.3	-2.0	4.3	-8.8	17.9	-0.3	0.9	-4.2	11.9	-8.4	22.5
Cc1nc([N+](=O)[O-])c(N2CCN(C)CC2)n1Cc1ccccc1	-1.4	-5.3	-8.6	2.8	10.1	-0.3	-6.7	-0.9	13.3	3.2	7.6
COCCNC(=O)CN(C(=O)CCC(=O)Nc1ccccn1)c1ccc(F)cc1	-1.2	2.9	5.4	-6.4	12.0	-0.1	-16.4	0.9	2.2	-1.0	-0.2
Next compounds:
SMILES	iPSC survival up	MITF TRPM1 inh	CF NFkB block	NR2E3 ag-1	HIF-2a block	aDG glyco up	Shn3 3UTR inh	NR2E3 ag-2	TWEAK-Fn14 inh	KKLEB cytotox	Peg3 promoter
CCOC(=O)C1CCCN(C(=O)c2cc(-c3ccncc3)nc3ccccc23)C1 (stereo not given)	0.0	-7.3	-8.7	-13.3	9.3	0.1	-15.6	3.2	0.6	3.2	7.6
COc1ccc2oc(N)nc2c1	-0.6	7.5	-25.8	11.7	0.7	-0.2	-11.8	nt	-11.6	7.0	-7.9
O=C1CC(N2CCN(c3nc4ccccc4s3)CC2)C(=O)N1c1ccc(F)cc1 (stereo not given)	6.6	-12.4	11.1	5.3	11.4	0.2	4.6	3.1	10.3	4.5	-2.7
COc1ccc(S(=O)(=O)N2CCN(C(=O)CN3C(=O)NC4(CCCC4)C3=O)CC2)cc1	-0.5	0.3	-8.5	1.0	1.8	-0.1	-35.4	0.8	4.2	0.9	8.3
CCCCNCCCOc1ccc(C)cc1Br	-3.0	6.0	0.0	10.1	4.9	1.0	8.2	2.5	13.7	-6.3	-15.3
O=c1oc2ccccc2n1Cc1ccccc1F	-0.7	14.8	3.3	4.7	1.0	0.0	0.5	1.0	-6.3	2.4	15.9
O=C(c1[nH]c(C(F)(F)F)nc1-c1ccccc1)N1CCN(Cc2c(F)cccc2Cl)CC1	0.2	nt	-8.4	14.8	6.3	0.0	9.2	nt	7.3	-22.1	15.7
c1ccc2c(N3CCOCC3)c3c(nc2c1)CCC3	0.7	0.8	10.1	-30.2	20.7	-0.1	10.2	-0.2	12.1	-6.5	5.2
COc1ccc(OC2CCN(S(=O)(=O)c3cccc(F)c3)CC2)cc1	1.2	-4.8	7.8	17.1	25.9	-0.2	-6.0	-0.1	-7.2	-1.9	2.5
OCCCNC(=S)Nc1ccc2nccnc2c1	-1.2	nt	10.4	6.1	-80.1	-0.2	-20.9	-1.6	-4.9	-7.4	-26.3
COc1ccc(NCC(=O)Nc2ccc(Cl)cc2C)c(OC)c1	-0.8	-3.8	2.0	-24.0	-25.2	0.1	21.5	-3.9	-10.9	6.3	7.9
O=C(CSC1=Nc2ccccc2C2=NC(CC(=O)NCc3ccco3)C(=O)N12)NCC1CCCO1 (stereo not given)	3.5	3.1	18.2	3.0	4.6	0.2	-5.6	0.0	-3.5	-11.3	12.0
O=C(NCC(=O)N1CC=C(c2ccccc2)CC1)c1ccc(F)cc1	-0.7	3.3	16.0	5.4	-28.3	-0.2	4.8	nt	10.4	-23.3	-16.5
Cc1ccc(S(=O)(=O)CC2CSc3nnc(C)c(=O)n32)cc1 (stereo not given)	-1.2	-3.0	9.7	-6.5	12.7	-0.1	16.5	-1.9	-17.0	10.3	4.0
Cc1ccc(NC(=O)c2c(-c3ccccc3)noc2C)nc1	-0.7	8.7	-11.8	-1.4	10.3	-0.2	-12.6	3.0	6.1	19.8	6.6
O=C(c1ccc(Cl)nc1)N1CCc2ccccc2C1	-0.4	-3.7	-11.9	-20.1	4.2	0.1	-3.7	1.8	79.3*	7.4	-1.4
CCCN(CC1CC1)C(=S)NC(=O)c1ccccc1Br	-0.5	-1.7	-24.1	-2.0	0.4	-0.2	-27.2	-1.4	4.6	-19.7	-5.6
CCC[C@@H](CN1CCC[C@H]1CN1C(N)=NC[C@H]1C(C)C)N1C[C@@H](Cc2ccccc2)N(CCCC2CCCC2)C1=N	0.1	-5.4	-2.1	-29.5	-3.4	-0.1	0.3	nt	-8.9	-4.1	-14.1
O=C(CNC(=O)c1ccc(Cl)cc1)OCN1C(=O)c2ccccc2C1=O	5.0	-7.8	-10.9	-28.1	17.8	-0.1	10.8	nt	5.6	-14.9	6.5
O=C(Cn1ncc(Cl)c(Cl)c1=O)N1CCN(S(=O)(=O)c2ccc3ccccc3c2)CC1	-0.9	89.1*	81.8*	-4.7	94.5*	-0.4	9.5	16.1	96.7*	-68.1*	105.6*
COc1ccc(OC(=O)C2CC(=O)N(c3ccc(C)cc3)C2)cc1 (stereo not given)	-0.4	-2.4	-21.6	-31.6	12.9	-0.1	5.1	3.6	-8.2	-5.0	-1.6
CCNC(=O)COC(=O)c1ccc(-c2nc3ccccc3s2)s1	0.4	-17.9	-10.3	-19.9	-104.2	0.0	-40.5	2.5	26.9	-4.9	-111.2
CCOC(=O)C1(C)NC(c2cc(OC)c(OC)c(OC)c2)C2C(=O)N(CC)C(=O)C21 (stereo not given)	6.4	0.0	1.7	-15.7	15.5	0.1	-21.3	2.1	-7.0	0.6	-5.9
S=C(c1ccccc1)N1CCCc2ccccc21	0.0	16.1	2.7	7.8	14.8	-0.2	4.0	3.2	15.0	-6.3	12.2
O=C(NCc1cccc2[nH]ccc12)C1CCC(=O)N(CCc2ccccc2)C1 (stereo not given)	-0.1	-13.8	-2.6	-17.4	3.4	-0.2	-11.3	-0.8	-2.3	3.8	-8.5
COCCNCCCOc1ccc(Br)cc1Cl	4.8	-6.0	0.6	-6.7	-1.9	0.6	-7.4	1.8	4.5	-0.6	-18.1

5 structures from above, ordered by molecular weight, falling.
SMILES	iPSC survival up	MITF TRPM1 inh	CF NFkB block	NR2E3 ag-1	HIF-2a block	aDG glyco up	Shn3 3UTR inh	NR2E3 ag-2	TWEAK-Fn14 inh	KKLEB cytotox	Peg3 promoter
O=C(CSC1=Nc2ccccc2C2=NC(CC(=O)NCc3ccco3)C(=O)N12)NCC1CCCO1 (stereo not given)	3.5	3.1	18.2	3.0	4.6	0.2	-5.6	0.0	-3.5	-11.3	12.0
CCOC(=O)C1CCCN(C(=O)c2cc(-c3ccncc3)nc3ccccc23)C1 (stereo not given)	0.0	-7.3	-8.7	-13.3	9.3	0.1	-15.6	3.2	0.6	3.2	7.6
O=C(NCc1cccc2[nH]ccc12)C1CCC(=O)N(CCc2ccccc2)C1 (stereo not given)	-0.1	-13.8	-2.6	-17.4	3.4	-0.2	-11.3	-0.8	-2.3	3.8	-8.5
COc1ccc(OC2CCN(S(=O)(=O)c3cccc(F)c3)CC2)cc1	1.2	-4.8	7.8	17.1	25.9	-0.2	-6.0	-0.1	-7.2	-1.9	2.5
COCCNCCCOc1ccc(Br)cc1Cl	4.8	-6.0	0.6	-6.7	-1.9	0.6	-7.4	1.8	4.5	-0.6	-18.1
